Screening results: PubChem BioAssay, several laboratories
STK33 inh = inhibitors of purified STK33 kinase, primary screen, biochemical, ADP-Glo luminescence, homogeneous, cell-free | AID 2661, 2010 | Serine/threonine-protein kinase 33 (Homo sapiens), Q9BYT3 | 320,000 compounds, 0.073% hits | MBP phosphorylation | inhibition, % at 10 µM;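 active = inhibition at or above 25%, using the most active replicate where run in duplicate; inactive = inhibition below 25%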
Target sequence (Q9BYT3 whole entry, looked up): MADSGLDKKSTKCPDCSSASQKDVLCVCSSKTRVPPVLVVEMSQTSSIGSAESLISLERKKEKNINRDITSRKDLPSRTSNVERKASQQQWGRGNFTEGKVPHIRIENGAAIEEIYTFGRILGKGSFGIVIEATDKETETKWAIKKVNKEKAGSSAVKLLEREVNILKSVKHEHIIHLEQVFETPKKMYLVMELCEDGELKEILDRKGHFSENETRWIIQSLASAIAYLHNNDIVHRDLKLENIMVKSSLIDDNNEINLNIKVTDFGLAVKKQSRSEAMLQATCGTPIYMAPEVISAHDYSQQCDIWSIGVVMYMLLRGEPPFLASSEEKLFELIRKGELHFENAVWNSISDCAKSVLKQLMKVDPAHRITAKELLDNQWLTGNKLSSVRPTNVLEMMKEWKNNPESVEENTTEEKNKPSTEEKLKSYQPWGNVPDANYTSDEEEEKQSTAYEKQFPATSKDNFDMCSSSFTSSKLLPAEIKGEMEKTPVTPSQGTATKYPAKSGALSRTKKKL
CHT PAM = CHT positive allosteric modulators, primary screen, cell-based, membrane potential dye, choline EC20; B-score at 10 µM; AID 488977, 2010; High affinity choline transporter 1 (Homo sapiens), Q9GZV3; 310,000 compounds, 0.49% hits; CHT-expressing cells; hits give high values; LV-AA mutant CHT in HEK293 cells;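 active = initial fluorescence not abnormally high and integrated response B-score, plate-corrected, over 3 SD above library mean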
Target sequence (Q9GZV3 whole entry, looked up): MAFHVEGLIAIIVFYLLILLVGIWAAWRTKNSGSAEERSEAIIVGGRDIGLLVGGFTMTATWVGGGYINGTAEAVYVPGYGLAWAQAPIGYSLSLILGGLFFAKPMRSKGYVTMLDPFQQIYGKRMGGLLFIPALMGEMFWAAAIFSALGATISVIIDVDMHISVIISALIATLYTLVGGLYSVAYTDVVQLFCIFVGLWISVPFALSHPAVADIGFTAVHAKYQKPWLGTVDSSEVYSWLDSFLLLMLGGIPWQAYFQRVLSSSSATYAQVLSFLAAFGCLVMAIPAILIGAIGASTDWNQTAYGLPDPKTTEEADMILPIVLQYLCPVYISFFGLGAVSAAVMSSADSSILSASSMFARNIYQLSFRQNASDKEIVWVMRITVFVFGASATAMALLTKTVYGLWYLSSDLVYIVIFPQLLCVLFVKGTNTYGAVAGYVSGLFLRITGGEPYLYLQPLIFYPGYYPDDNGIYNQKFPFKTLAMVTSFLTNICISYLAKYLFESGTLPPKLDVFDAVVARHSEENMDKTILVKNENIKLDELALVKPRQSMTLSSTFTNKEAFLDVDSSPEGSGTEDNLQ
CHT block = inhibitors of human choline transporter CHT | High affinity choline transporter 1 (Homo sapiens), Q9GZV3 | CHT-expressing cells, membrane potential dye, choline response; hits give low values | B-score at 10 µM | 310,000 compounds, 0.86% hits;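 active = B-score over 3 SD under the library average, and starting fluorescence ratio not unusually high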;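 also: choline stimulus applied at its EC90 after an EC20 pre-addition; B-score computed on integrated fluorescence ratio after choline addition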
* marks the source's active call; other numbers are inactive results; i = inactive; / = no result given.

SMILES	STK33 inh	CHT PAM	CHT block
CCOC(=O)C1(Cc2ccccc2)CCN(Cc2cccn2-c2cccnc2)CC1	-2.3	i	i
CC(C)[C@H](NC(=O)C1CCN(S(=O)(=O)c2ccccc2)CC1)C(=O)NCc1ccc(F)cc1	-1.3	i	i
CCc1ccc(C2C(C#N)=C(N)SC(N)=C2C#N)cc1	1.8	i	i
CCCn1cc(CN2CCC(n3nccc3NC(=O)CCOc3ccccc3)CC2)c(C)n1	-2.4	i	i
O=C(O)CCNC(=S)Nc1cccc(F)c1	-0.4	i	i
CC(C)(C)CN1CCC(n2nccc2NC(=O)c2ccccc2Cl)CC1	-0.5	i	i
COCCNC(C(=O)Nc1cc(Cl)cc(Cl)c1)c1ccccc1 (stereo not given)	-0.9	i	i
COc1ccc(OCCSc2nnc(CC(=O)Nc3cccc(Cl)c3Cl)n2C)cc1	-0.9	i	i
O=C(Cc1cccs1)NCc1cccc(C(F)(F)F)c1	-1.1	i	i
COc1ccc(CCNC(=O)C(NC(=O)OCc2ccccc2)C(C)C)cc1OC (stereo not given)	0.2	i	i
CC1(c2ccccc2)NC(=O)N(CC(=O)Nc2cc3c(cc2Br)OCCO3)C1=O (stereo not given)	0.0	i	i
CC1CCc2nc3ccc(S(=O)(=O)N4CCC(C(=O)NCc5ccccc5Cl)CC4)cc3c(C(=O)O)c2C1 (stereo not given)	0.7	i	i
COc1ccc(S(=O)(=O)N2CCSC2C)cc1C (stereo not given)	-0.2	i	i
O=C(O)C1CC=CCC1C(=O)NCc1ccccc1 (stereo not given)	-0.9	i	i
CCN(CC)CCOC(=O)c1ccc(N/C=C(/C#N)c2nc(-c3ccc(OC)c(OC)c3)cs2)cc1	8.0	i	i
CCCCc1ccc(-c2csc(/C(C#N)=C/c3ccco3)n2)cc1	-0.2	i	i
Cc1ccc(-c2noc(C3CCCCC3)n2)cc1	-1.3	i	i
CC(Sc1nnc(-c2cccs2)n1N)C(=O)NCC1CCCO1 (stereo not given)	-0.8	i	i
COc1ccc(C2=NOC(COc3ccc([N+](=O)[O-])cc3)C2)cc1 (stereo not given)	-0.7	i	i
CC(C)c1ccc(NC(=O)NC2CC3CCC(C2)N3Cc2cccs2)cc1 (stereo not given)	-1.7	i	i
COc1ccc(-c2[nH]c(-c3ccc(C)cc3)nc2SCC(=O)NCc2ccco2)cc1OC	-1.2	i	i
COc1ccc(-c2nnc3ccc(SCC(=O)N4CCCCCC4)nn23)cc1OC	1.1	i	i
CCO/C(C)=C1\C(=O)N(CC)c2ccccc21	-0.7	i	i
CC(C)c1ccc(NC2(C#N)C(=O)Nc3ccccc32)cc1 (stereo not given)	-2.2	i	i
Cc1c(Cl)cccc1NC(=O)COC(=O)CCc1nc2ccccc2n1-c1ccccc1	/	i	i
CC(=O)Nc1ccc(NC(=O)Cn2c(CC(=O)N3CCCC3)nc3ccccc32)cc1	-0.4	i	i
CC(=O)NC(C)C(=O)OCC(=O)Nc1ccc(Br)cc1 (stereo not given)	2.5	i	i
CCOc1ccccc1CN1CCN(Cc2cc(=O)c3ccccc3[nH]2)CC1CCO (stereo not given)	-2.3	i	i
COc1ccccc1NC(=O)c1ccccc1NS(=O)(=O)c1cccs1	-0.7	i	i
Cc1cc(CNC(=O)c2ccc(C)c([N+](=O)[O-])c2)c2ccccc2n1	1.3	i	i
CC(CC(=O)NCc1ccc(Cl)cc1)S(=O)(=O)c1ccc2c(c1)NC(=O)CO2 (stereo not given)	-0.9	i	i
CC(Cc1c[nH]c2ccccc12)C(=O)O (stereo not given)	4.5	i	i
COc1ccc(N2CCN(CC(=O)c3ccccc3)CC2)cc1	0.3	i	i
Cc1ccc(N(C(=O)Nc2ccccc2)C2=NCC(C)S2)cc1 (stereo not given)	-0.2	i	i
O=S(=O)(/N=C/c1c(O)ccc2ccccc12)c1ccccc1	1.4	i	i
CC(=O)NCCC(=O)NCc1ccc(F)cc1	-0.4	i	i
CC1CCCN(S(=O)(=O)c2ccc(C(=O)Nc3nnc(-c4ccncc4)o3)cc2)C1 (stereo not given)	-1.3	i	i
CCOC(=O)Cn1c(=O)c(C#N)cn(C(C)C)c1=O	3.8	i	i
COc1ccc2c(c1OC)C(=O)OC2Nc1ncccc1C (stereo not given)	-0.9	i	i
O=C(N/N=C/C(Br)=C/c1ccccc1)c1ccccc1F	7.0	i	i
O=C(Nc1nnc(CCc2ccccc2)s1)C1CCCO1 (stereo not given)	1.4	i	i
Cc1nn(Cc2ccc(Cl)c(Cl)c2)c(C)c1NC(=O)c1cc(CC(C)C)on1	1.0	i	i
O=c1c(O)c(-c2cccs2)oc2ccccc12	11	i	i
C=CCN1CCN(C(=O)c2oc3ccccc3c2C)CC1	-1.4	i	i
CC(NC(=O)CCC1COc2ccccc2O1)c1ccccc1 (stereo not given)	0.2	i	i
CC(=O)N1CCc2cc(S(=O)(=O)CCC(=O)O)ccc21	-0.1	i	i
COC(=O)c1ccc(-n2c(C)cc(C(=O)CSc3ccc(NC(C)=O)cc3)c2C)cc1	-1.0	i	i
O=C1CN(C(=O)c2c(F)cccc2F)C(c2ccc(F)cc2)c2cc(F)ccc2N1 (stereo not given)	-1.2	i	i
Cn1nnc(NCc2cc(Br)ccc2OCc2cccs2)n1	0.1	i	i
COc1cccc(/C=N/NC(=O)c2cc3c(OC)ccc(OC)c3[nH]2)c1O	6.5	i	i
Cc1cc(C)cc(-n2ncc3c2CCCC3NC(=O)c2cc(C)[nH]n2)c1 (stereo not given)	1.9	i	i
CCC(CC)CN1C(Nc2ccccc2)=NC[C@@H]1C	-0.4	i	i
CN(C)CCCOc1ccc(Cl)cc1Br	-0.1	i	i
Cn1cccc1C(=O)NCCc1ccc(Cl)cc1	-0.2	i	i
COc1ccnc(CN(C)C(=O)C2CCC(=O)N(CCN(C)C)C2)c1 (stereo not given)	-0.1	i	i
CCOC(=O)c1c(/N=C/c2cc(C)ccc2O)sc2c1CCN(C)C2	2.3	i	i
CCCCNC(=O)CSc1nc2ccc(Nc3nc(N4CCOCC4)nc(N4CCOCC4)n3)cc2s1	0.2	i	i
CCN(CC)CCN1C(=O)c2oc3ccccc3c(=O)c2C1c1ccc(C)cc1 (stereo not given)	-0.2	i	i
COc1cc(NC2=CC(=O)CC(C)(C)C2)cc(OC)c1	1.3	i	i
Cc1cccc(NC(=O)Cn2c(=O)n(Cc3ccccc3)c(=O)c3c(C)c(C)sc32)c1	-0.2	i	i
Further entries follow:
SMILES	STK33 inh	CHT PAM	CHT block
O=C(CNC(=O)c1ccc(Cl)cc1Cl)NCCCn1ccnc1	-1.3	i	i
CSc1ncccc1C(=O)N1CCCC(Nc2ccc(C)c(C)c2)C1 (stereo not given)	-1.4	i	i
CCOC(=O)C1CCCN(C(=O)Nc2c(-c3ccccc3)noc2C)C1 (stereo not given)	-0.4	i	i
CCOC(=O)C1CCN(C(=O)c2cc(OCC)c(OCC)c(OCC)c2)CC1	-1.6	i	i
N#CCCN(C(=O)COC(=O)C1CCN(S(=O)(=O)c2ccc3c(c2)OCCO3)CC1)c1ccccc1	-0.1	i	i
CCOc1ccccc1N(CC(=O)NC1CCCC1)C(=O)CCCC(=O)Nc1ccccn1	-1.5	i	i
Cn1nc(C(F)(F)F)c(C#N)c1N1CCN(c2ccc(F)cc2)CC1	1.3	i	i
CC1(C)C[C@@H](O)CC2(C1)C[C@]1(C)CC(O)[C@H]2C(C)(C)C1 (stereo not given in full)	-2.2	i	i
CCCCCN(C(=O)CCC(=O)OCc1cccc(F)c1)c1c(N)n(CCCC)c(=O)[nH]c1=O	-1.6	i	i
CNc1ccc(OC)cc1-n1cnc(-c2ccc([N+](=O)[O-])cc2)c1	0.9	i	i
N#Cc1cc(C(=O)c2ccccc2O)cn(-c2nccs2)c1=O	0.5	i	i
COc1ccc(N2CC(C)Cn3c2nc2c3c(=O)n(Cc3ccccc3)c(=O)n2C)c(OC)c1 (stereo not given)	-1.4	i	i
C=CCOC(=O)C1=C(C)NC(C)=C(C(=O)OCC=C)C1/C=C/c1ccccc1	-0.7	i	i
CCCCCCC#Cc1ccc2c(c1)COc1c3ccccc3nn1-2	5.9	i	i
Cc1nnc(SCC(=O)N(CC(C)C)c2c(N)n(CC(C)C)c(=O)[nH]c2=O)n1-c1ccccc1	-0.2	i	i
N#CCC(=O)N/N=C/c1coc2ccccc2c1=O	-0.1	i	i
COC(=O)c1ccccc1Oc1cnc2ccccc2n1	-0.3	i	i
COCc1c(Br)c(C)nc(OCC(=O)N/N=C/c2cc(C)n(-c3ccc([N+](=O)[O-])cc3)c2C)c1C#N	0.1	i	i
COc1cc(/C=N/NC(=O)c2ccc(Cn3cc([N+](=O)[O-])cn3)o2)cc(Br)c1O	1.0	i	i
CCOC(=O)c1c(CN2CCC(C)CC2)n(C)c2cc(Br)c(OC)cc12	-0.8	i	i
COC(=O)c1ccc(/C=N/N2C(C)CCCC2C)cc1 (stereo not given)	0.3	i	i
Cc1ccc(NC(=O)CC2SC3=NCCN3C2=O)cc1 (stereo not given)	-1.2	i	i
COc1ccccc1C(=O)Nc1cccc2nc(C)ccc12	-0.7	i	i
CCCCCOC(=O)Cc1c(C)nc(-c2ccccc2)[nH]c1=O	-1.1	i	i
COc1cccc(C(=O)NCC(=O)OCc2ccc(F)cc2Cl)c1	-0.5	i	i
CC(C)(C)c1cc(Cc2ccccc2)[nH]n1	-2.5	i	i
CCCC(=O)N1CCN(c2ccc(NC(=S)NC(=O)c3cccc(C)c3)cc2)CC1	0.2	i	i
O=C(Nn1cnc2ccccc2c1=O)c1ccc(F)cc1Cl	0.7	i	i
CCc1ccc(N2C(=O)Cc3c2nc(N)c(C#N)c3N)cc1	0.1	i	i
Cc1cc2nnc(SCC(=O)N(C)C3CCS(=O)(=O)C3)n2c2ccccc12 (stereo not given)	-0.2	i	i
COc1ccc(NC(=O)c2cccc(N3C(=O)C4CC=C(C)CC4C3=O)c2)c(OC)c1 (stereo not given)	1.5	i	i
COc1ccc(N2CCN(C(=O)c3ccc(S(=O)(=O)N4CCOCC4)cc3)CC2)cc1	-0.8	i	i
COCCN(C(=O)COC(=O)CC(C)c1ccccc1)c1c(N)n(Cc2ccccc2)c(=O)[nH]c1=O (stereo not given)	-0.9	i	i
COC(=O)C(CCSC)NC(=O)CNS(=O)(=O)c1ccc(Br)cc1 (stereo not given)	-0.9	i	i
COc1ccc(OC)c(S(=O)(=O)N2CCCC(C(=O)NCc3ccco3)C2)c1 (stereo not given)	-1.8	i	i
CN(c1ccccc1)S(=O)(=O)c1cccc(NC(=O)C2CC(=O)N(Cc3ccccc3)C2)c1 (stereo not given)	-2.6	i	i
CCOC(=O)C1CCN(C(=O)C2CC(=O)N(c3ccc(C)cc3)C2)CC1 (stereo not given)	-1.5	i	i
CCOc1ccc2c(c1)cc(CN(C(=O)CC)C1CCCCC1)c1nnnn12	-1.5	i	i
CCCCn1c(N)c(N(CC(C)C)C(=O)CSCC(=O)Nc2cccc(C)c2)c(=O)[nH]c1=O	-0.7	i	i
Nc1nnc(CC(=O)N/N=C/c2ccc(-c3ccc(Cl)cc3Cl)o2)s1	-1.7	i	i
CCCCCc1cc(=O)oc2c(C(CCN3CCCC(C)C3)c3ccc(N(C)C)cc3)c(OC)cc(OC)c12 (stereo not given)	-1.0	i	i
Cc1cccc(C)c1NC(=O)C/C(N)=N/O	0.4	i	i
CC(=O)Nc1cccc(C(=O)/C=C/c2cccs2)c1	9.5	i	i
COc1cc(N)c(Cl)cc1C(=O)OCC(=O)N1CCCC1	-0.5	i	i
Cc1cccc(C(=O)NNC(=O)CCCCC(=O)NNC(=O)c2cccc(C)c2)c1	-1.5	i	i
COc1ccc(/C=C2/C(=O)ON=C2C)cc1Br	0.1	i	i
COc1ccc(COC(=O)C2=C(C)NC(=O)NC2c2cccc(OC)c2OC)cc1 (stereo not given)	2.4	i	i

Arranged by length of the SMILES (lowest first): part of the list above.
SMILES	STK33 inh	CHT PAM	CHT block
Cc1cccc(C)c1NC(=O)C/C(N)=N/O	0.4	i	i
CC(=O)Nc1cccc(C(=O)/C=C/c2cccs2)c1	9.5	i	i
COc1cc(N)c(Cl)cc1C(=O)OCC(=O)N1CCCC1	-0.5	i	i
COC(=O)C(CCSC)NC(=O)CNS(=O)(=O)c1ccc(Br)cc1 (stereo not given)	-0.9	i	i
CCOc1ccc2c(c1)cc(CN(C(=O)CC)C1CCCCC1)c1nnnn12	-1.5	i	i
Nc1nnc(CC(=O)N/N=C/c2ccc(-c3ccc(Cl)cc3Cl)o2)s1	-1.7	i	i
CCOC(=O)C1CCN(C(=O)C2CC(=O)N(c3ccc(C)cc3)C2)CC1 (stereo not given)	-1.5	i	i
Cc1cc2nnc(SCC(=O)N(C)C3CCS(=O)(=O)C3)n2c2ccccc12 (stereo not given)	-0.2	i	i
COc1ccc(COC(=O)C2=C(C)NC(=O)NC2c2cccc(OC)c2OC)cc1 (stereo not given)	2.4	i	i
Cc1cccc(C(=O)NNC(=O)CCCCC(=O)NNC(=O)c2cccc(C)c2)c1	-1.5	i	i
COc1ccc(N2CCN(C(=O)c3ccc(S(=O)(=O)N4CCOCC4)cc3)CC2)cc1	-0.8	i	i
COc1ccc(NC(=O)c2cccc(N3C(=O)C4CC=C(C)CC4C3=O)c2)c(OC)c1 (stereo not given)	1.5	i	i
CN(c1ccccc1)S(=O)(=O)c1cccc(NC(=O)C2CC(=O)N(Cc3ccccc3)C2)c1 (stereo not given)	-2.6	i	i
COCCN(C(=O)COC(=O)CC(C)c1ccccc1)c1c(N)n(Cc2ccccc2)c(=O)[nH]c1=O (stereo not given)	-0.9	i	i
CCCCCc1cc(=O)oc2c(C(CCN3CCCC(C)C3)c3ccc(N(C)C)cc3)c(OC)cc(OC)c12 (stereo not given)	-1.0	i	i
